GIRK2 act – GIRK2 channel activators by thallium flux; P48051; HEK293 GIRK2/NPY4 cells, thallium flux fluorescence; activation (% efficacy), % for hits at 37.5 µM; 34,000 tested, under 10 active; AID 1259324;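 active means primary screen hit, no activity in plain HEK293 cells, and in GIRK2-only cells above 5% efficacy rising with concentration; inactive means the rest, including fluorescent compounds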;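 further: efficacy is normalized control-subtracted fluorescence 15 s after thallium addition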
Target sequence (P48051 whole entry, looked up): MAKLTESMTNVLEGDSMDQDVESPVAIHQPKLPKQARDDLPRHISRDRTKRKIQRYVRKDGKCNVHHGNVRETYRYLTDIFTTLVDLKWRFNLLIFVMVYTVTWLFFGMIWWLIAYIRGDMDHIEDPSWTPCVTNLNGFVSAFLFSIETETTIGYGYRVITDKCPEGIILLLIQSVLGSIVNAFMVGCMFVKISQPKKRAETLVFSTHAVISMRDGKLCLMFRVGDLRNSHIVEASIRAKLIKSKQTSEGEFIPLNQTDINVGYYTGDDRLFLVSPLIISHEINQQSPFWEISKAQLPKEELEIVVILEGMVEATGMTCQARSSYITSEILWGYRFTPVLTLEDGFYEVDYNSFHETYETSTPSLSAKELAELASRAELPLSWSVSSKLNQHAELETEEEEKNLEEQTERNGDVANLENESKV
Calls only; i = inactive. Only part of the results is shown (hit frequency here may not be typical).

SMILES	GIRK2 act
COc1ccc(C(F)(F)F)cc1NC(=O)CCCn1nc(-c2cccs2)ccc1=O	i
COc1ccccc1CNC(=O)Cn1nc(C(=O)N2CCOCC2)cc1C	i
O=C(c1cc(-c2ccc(F)cc2)c[nH]1)N1CCC2(CC1)OCCO2	i
Cc1nnc(NC(=O)CSc2ccc(NC(=O)c3cccs3)nn2)s1	i
COc1ccc(S(=O)(=O)Nc2ccccc2C(=O)Nc2ccc(OC)cc2[N+](=O)[O-])cc1	i
CCn1nnc2c(NCc3ccccc3)ncnc21	i
CN(C)S(=O)(=O)c1ccc(C(=O)N2c3ccccc3CC2C(N)=O)cc1 (configuration not stated)	i
O=C(NCc1ccccn1)C(=O)NCC1COC2(CCCC2)O1 (configuration not stated)	i
CC(Oc1ccc2c(c1)OCO2)C(=O)Nc1ccc(-c2cn3ccsc3n2)cc1 (configuration not stated)	i
CCSc1ccccc1C(=O)NCC1CCN(S(=O)(=O)C2CC2)CC1	i
CCC(=O)Nc1ccc(SCC(=O)NCc2cccc(OC)c2)nn1	i
CCC(C)NC(=O)c1cc([N+](=O)[O-])cc([N+](=O)[O-])c1 (configuration not stated)	i
COc1ccc(S(=O)(=O)N2CCC(C(=O)Nc3sc4c(c3C(N)=O)CCCC4)CC2)cc1	i
CCOC(=O)Nc1nc(CC(=O)N2CCN(c3ccc(F)cc3)CC2)cs1	i
COc1ccc(N2CCN(C(=O)c3ccc(S(=O)(=O)N4CCCCC4)cc3)CC2)nn1	i
O=C(Cn1c(=O)c(CNc2ccccc2)cc2cc3c(cc21)OCCO3)Nc1ccc2c(c1)OCCO2	i
Cn1c(=O)[nH]c(=O)c2c1nc(Nc1ccc(C(N)=O)cc1)n2CC(=O)O	i
O=C(c1ccno1)N1CC(c2nc(-c3ccc[nH]c3=O)no2)C1	i
O=C(CCc1ccccc1)NCCN1CCC(c2cccs2)CC1	i
COc1ccc(-c2nnc(C3CCCN(C(=O)Nc4ccccc4)C3)s2)cc1 (configuration not stated)	i

The list goes on, overlapping the part above by two compounds.
SMILES	GIRK2 act
O=C(CCc1ccccc1)NCCN1CCC(c2cccs2)CC1	i
COc1ccc(-c2nnc(C3CCCN(C(=O)Nc4ccccc4)C3)s2)cc1 (configuration not stated)	i
O=C(c1ccco1)N1CCN(S(=O)(=O)CCCOc2ccc3c(c2)OCO3)CC1	i
Cc1cn2c3c(=O)n(CCN4CCCCC4)c(=O)n(C)c3nc2n1C1CCCC1	i
CC(C)(C)C(=O)N1CCc2ccc(NS(=O)(=O)c3cccc(Cl)c3)cc21	i
O=C(Nc1nc(CC(=O)N2CCN(C(=O)c3ccco3)CC2)cs1)c1ccc[nH]c1=O	i
O=C(NCCC1=CCCCC1)C(=O)NCC1CCN(C(=O)c2cccnc2)CC1	i
O=C(CCC1CCCCC1)NCCn1ncc2c(N3CCN(c4ncccn4)CC3)ncnc21	i
Cc1cn(C)nc1C(=O)Nc1nc2ccc(F)cc2s1	i
Cc1ccccc1N1CCN(C(=O)Cc2nnc(-c3ccccc3)o2)CC1	i
CSc1ncccc1C(=O)N1CCC(CNC(=O)C2COc3ccccc3O2)CC1 (configuration not stated)	i
O=C(NCc1cccs1)C(=O)NCC1CCN(C(=O)c2cccnc2)CC1	i
O=C(Cc1cc(-c2ccco2)on1)Nc1ccc(OC(F)(F)F)cc1	i
COc1ccc(C(=O)Nc2nonc2-c2ccccc2)cc1OC	i
O=C(Nc1ccc2c(c1)N(C(=O)c1ccco1)CC2)c1ccc2nsnc2c1	i
Cc1ccc(CNC(=O)CSc2ccnc3c2c(=O)n(C)c(=O)n3C)cc1	i
CS(=O)(=O)N1CCCC1C(=O)Nc1nc2cc3c(cc2s1)OCO3 (configuration not stated)	i
Cc1nc2nc(-c3ccc(Cl)c(Cl)c3)cc(C(=O)O)c2[nH]1	i
CSc1ccccc1NC(=O)C(=O)NCC(c1ccc(F)cc1)N1CCOCC1 (configuration not stated)	i
CCOc1ccc(OCCNC(=O)c2ccc(OC)cc2OC)cc1	i
O=S(=O)(NCC1(O)CCCC1)c1ccccc1Br	i
COc1ccc(Cl)cc1NC(=O)Nc1ccc2c(c1)CC(=O)N2	i

Fetched one by one from the list above, three records:
SMILES	GIRK2 act
CSc1ncccc1C(=O)N1CCC(CNC(=O)C2COc3ccccc3O2)CC1 (configuration not stated)	i
O=C(NCCC1=CCCCC1)C(=O)NCC1CCN(C(=O)c2cccnc2)CC1	i
Cc1ccccc1N1CCN(C(=O)Cc2nnc(-c3ccccc3)o2)CC1	i

Additional compounds.
SMILES	GIRK2 act
Cc1ccc(Nc2ccc(NC(=O)C(C)(C)Oc3ccc(Cl)cc3)cc2)nn1	i
Cc1cc(NC(=O)c2ccc(C(C)(C)C)cc2)n(C(C)C)n1	i
COc1cccc(OCC(=O)Nc2cc(C)nn2-c2nc3c(cnn3-c3cccc(C)c3C)c(=O)[nH]2)c1	i
COc1ccc(-c2noc(C3CC(=O)N(c4ccc5c(c4)OCO5)C3)n2)cc1OC (configuration not stated)	i
CN(C)C(CNC(=O)c1ccc(Br)o1)c1cn(C)c2ccccc12 (configuration not stated)	i
COc1cn(CC(=O)Nc2ccc(C(N)=O)cc2)c(CSc2ccccc2)cc1=O	i
CN(C)C(CNC(=O)C(=O)NCCc1ccccc1)c1cccs1 (configuration not stated)	i
COc1ccccc1CNC(=O)c1ccc(=O)[nH]n1	i
COc1ccc(C(=O)NCCOc2cc(C)cc(C)c2)c(OC)c1	i
COc1ccc(NC(=O)c2ccc(=O)n(CC(=O)NCc3cccc(OC)c3)n2)cc1	i
CCOc1ccccc1-c1nc(Cn2nnc(C(=O)Nc3ccc(OC)cc3OC)c2C)c(C)o1	i
CCc1nc(SCC(=O)OC)n[nH]1	i
Cc1cc(C(=O)Nc2ccc(S(N)(=O)=O)cc2)on1	i
Cc1ccc(CN2C(=O)N(c3ccc(C)c(Cl)c3)C3CS(=O)(=O)CC32)cc1 (configuration not stated)	i
COc1ccc(S(=O)(=O)Nc2ccc(C(=O)Nc3sc4c(c3C#N)CCCCC4)cc2)cc1	i
COc1ccc(NC(=O)Cc2nnc(-c3ccsc3)o2)c(OC)c1	i
Cn1c(=O)c2c(ncn2CC(=O)N2CCC(c3nnc(-c4ccc(F)cc4)o3)CC2)n(C)c1=O	i
CC1(C)C(=O)NCCN1C(=O)c1cc(Cl)sc1Cl	i
O=C(Cc1csc(SCC(=O)c2ccccc2)n1)Nc1nc(-c2ccco2)cs1	i
CC(C)CNC(=O)C(=O)NCCCN1CCOCC1	i

Next part; it opens with the 5 that closed the last part.
SMILES	GIRK2 act
COc1ccc(NC(=O)Cc2nnc(-c3ccsc3)o2)c(OC)c1	i
Cn1c(=O)c2c(ncn2CC(=O)N2CCC(c3nnc(-c4ccc(F)cc4)o3)CC2)n(C)c1=O	i
CC1(C)C(=O)NCCN1C(=O)c1cc(Cl)sc1Cl	i
O=C(Cc1csc(SCC(=O)c2ccccc2)n1)Nc1nc(-c2ccco2)cs1	i
CC(C)CNC(=O)C(=O)NCCCN1CCOCC1	i
O=C(CCS(=O)(=O)c1ccc(Cl)cc1)Nc1nnc(CSc2ccccc2)o1	i
CS(=O)(=O)N1CCCc2ccc(NC(=O)C(=O)NCCN3CCOCC3)cc21	i
C=CCN1C(=O)SC(CC(=O)Nc2cccc3ccccc23)C1=O (configuration not stated)	i
CCOc1ccc(-c2ccc(OCCNS(=O)(=O)c3cc(C(F)(F)F)ccc3Cl)nn2)cc1	i
O=C(CCC1CCCC1)Nc1ccc2c(c1)N(C(=O)c1ccco1)CC2	i
CCOc1ccc2ncc(C#N)c(Nc3ccc4c(c3)OCO4)c2c1	i
COCCCNC(=O)c1cc(-c2ccc(OC)cc2)nc2c1c(C)nn2C1CCS(=O)(=O)C1 (configuration not stated)	i
CN(C)S(=O)(=O)c1ccc(C(=O)N(CCc2cccs2)Cc2cccnc2)cc1	i
Cc1cn2c3c(=O)[nH]c(=O)n(C)c3nc2n1CCCC(=O)O	i
Cc1ccc(C)c(N2CCN(S(=O)(=O)c3ccsc3C(=O)NCC(C)C)CC2)c1	i
Cc1cc(NC(=O)C2CN(C(=O)c3cc(C)on3)C2)no1	i
O=C(CSc1ccccc1)Nc1nnc(C2CCCCC2)o1	i
O=C(Nc1ccc2c(c1)N(S(=O)(=O)c1ccc(F)cc1)CCC2)c1cnc2ccccc2n1	i
O=C(O)C1CCN(c2ccc(C(F)(F)F)cn2)CC1	i
CC(C)(C)c1cc(NC(=O)CSCc2ccccc2)n(CCO)n1	i
COc1ccc(-c2ccc(=O)n(CC(=O)Nc3ccc(C(C)=O)cc3)n2)cc1OC	i
COCCCNC(=O)/C=C\C(=O)O	i
COc1ccc(S(=O)(=O)CCCC(=O)Nc2nc3ccc(Cl)cc3s2)cc1	i
O=S(=O)(c1ccc(F)cc1)N1CCN(Cc2nnnn2-c2cccc(F)c2)CC1	i
Cc1ccnc(OCC(=O)NCCN2CCOCC2)n1	i
COc1ccc(Cl)cc1S(=O)(=O)Cc1nc(-c2ccc3c(c2)OCO3)no1	i
O=C(CCS(=O)(=O)c1ccccc1)NCCCn1nc(-c2ccccc2)ccc1=O	i
COc1ccc(OC)c(-c2ccc(SCC(=O)NCCc3ccccc3)nn2)c1	i
COc1cn(CC(=O)Nc2ccc(F)cc2F)c(CSc2ccc(Cl)cc2)cc1=O	i
CCCc1c(C(=O)NCc2ccccc2OC)nnn1-c1ccccc1	i
Cn1nccc1C(=O)Nc1nc(-c2ccc3c(c2)OCO3)cs1	i
CS(=O)(=O)c1ccc(Nc2nc(CC(=O)NCCC3=CCCCC3)cs2)cc1	i
Cn1ccc(C(=O)Nc2nc(C(C)(C)C)cs2)n1	i
CC1CCN(C(=O)CNC(=O)c2c[nH]c3ccccc23)CC1	i
O=C(NCC(O)(c1cccs1)C1CC1)Nc1ccc2c(c1)OCO2 (configuration not stated)	i
CCCc1ccc(C(=O)N2CCC(CN3CCN(C)CC3C)CC2)cc1 (configuration not stated)	i
COC(=O)c1ccc2c(=O)n(CCCC(=O)NC3CCN(Cc4ccccc4)CC3)c(=S)[nH]c2c1	i
CCCn1c(=O)c2nscc2n(CC(=O)Nc2ccccc2C(=O)OC)c1=O	i
CCn1nccc1C(=O)Nc1ccc(O)c(-c2nc3ccccc3s2)c1	i
O=C(NCC1(c2ccccc2)CCOCC1)c1ccccc1C(F)(F)F	i
O=C(/C=C/c1ccccc1)NCC1(c2cccs2)CCOCC1	i
COc1cccc(-n2nnnc2SCC(=O)Nc2ccccc2C(=O)O)c1	i
O=C(Nc1ccc2cn[nH]c2c1)C1CN(C(=O)c2cccs2)C1	i
Cc1noc(C)c1S(=O)(=O)N1CCC2(CC1)OCCN2S(=O)(=O)c1cccs1	i
COc1ccc2nc(-c3ccc(NC(=O)c4ccc(Br)o4)cc3)cn2n1	i

Grouped by structure, the compounds so far containing bromine (3)
SMILES	GIRK2 act
O=S(=O)(NCC1(O)CCCC1)c1ccccc1Br	i
CN(C)C(CNC(=O)c1ccc(Br)o1)c1cn(C)c2ccccc12 (configuration not stated)	i
COc1ccc2nc(-c3ccc(NC(=O)c4ccc(Br)o4)cc3)cn2n1	i

The list goes on.
SMILES	GIRK2 act
Cc1c(C(=O)N2CCCCC2C)c(C(F)(F)F)nn1C1CCN(C)CC1 (configuration not stated)	i
CCOc1ccc(S(=O)(=O)N2CCN(C(C)=O)CC2)c2ccccc12	i
O=C(/C=C/c1ccco1)N1CCC(Cn2cccn2)CC1	i
Cc1ccc(C)n1CCCC(=O)Nc1ccc(N2CCOCC2)cc1	i
CC(C)c1ccc(OCC(O)Cn2c(C3CC3)nc3ccccc32)cc1 (configuration not stated)	i
COc1ccc(CCC(=O)N2CCN(c3nccn3-c3cccc(Cl)c3)CC2)cc1	i
O=C(CCCS(=O)(=O)c1ccccc1)Nc1ccccc1-c1nc2ccccc2s1	i
O=C(NCCN1CCC(c2cccs2)CC1)c1cc(C2CC2)on1	i
O=S(=O)(NCC(O)(c1cccs1)C1CC1)c1ccc2c(c1)CCCC2 (configuration not stated)	i
COc1ccc(NC(=O)Cc2csc(Nc3cccc(C(F)(F)F)c3)n2)c(OC)c1	i
Cn1c(=O)c2cc(C(=O)NCc3ccco3)sc2n(C)c1=O	i
O=C(Cn1ccc2ccn(Cc3ccccc3)c2c1=O)Nc1cccc(Cl)c1	i
O=C1OC2CC1N(C(=O)Nc1ccc3c(c1)OCO3)C2 (configuration not stated)	i
O=S(=O)(NCCNc1ccc(Nc2ccncc2)nn1)c1ccc2c(c1)OCCO2	i
COc1ccc(CCNC(=O)CCc2csc(NC(=O)c3ccccc3)n2)cc1OC	i
O=C(CCCn1nc(-c2cccs2)ccc1=O)Nc1ccc2cn[nH]c2c1	i
CCS(=O)(=O)c1cccc(C(=O)N(CCN2CCOCC2)c2nc3ccccc3s2)c1	i
COc1ccc(/C=C/C(=O)Nc2sccc2-c2nc3ccccc3s2)cc1OC	i
COc1cc(OC)cc(C(=O)Nc2sc3c(c2C(N)=O)CCC(C)C3)c1 (configuration not stated)	i
O=c1ccc(-c2ccncc2)nn1CCCNS(=O)(=O)c1cccc(Cl)c1Cl	i
C=CCNC(=S)N=C(Nc1ccc(C)cc1)c1ccccc1	i
O=C(CCCNC(=O)c1c(F)cccc1F)Nc1cccc2cccnc12	i
Cc1cccc(NC(=O)Cn2cc(-c3ccccc3)c(N(C)C)n2)c1	i
Cc1ccc(NC(=O)Cn2nc(-c3ccc(Br)cc3)ccc2=O)cc1	i
COc1ccc(-c2nc(COC(=O)c3nnn(-c4cccc(SC)c4)c3C)c(C)o2)cc1	i
Cc1ccc(NC(=O)C(=O)NCCC(O)c2ccco2)cc1N1CCCC1=O (configuration not stated)	i
CN1CCN(Cc2c(NC(=O)c3ccc(F)cc3)sc3c2CCCC3)CC1	i
CC1CCCN(S(=O)(=O)c2ccc(C(=O)Nc3ccc(S(C)(=O)=O)cc3)cc2)C1 (configuration not stated)	i
CNC(=O)c1cccc(-c2noc(C3CN(C(=O)Nc4ccc(Cl)c(Cl)c4)C3)n2)c1	i
CCCCC1CCC(C(=O)Nc2noc3ncccc23)CC1 (configuration not stated)	i

Screening data deposited in PubChem by Vanderbilt University.
